# CHT allo act: CHT positive allosteric modulators, primary screen, cell-based, membrane potential dye, choline EC20; AID 488977, 2010; B-score at 10 µM; High affinity choline transporter 1 (Homo sapiens), Q9GZV3; CHT-expressing cells; stronger effect = higher value; LV-AA mutant CHT in HEK293 cells; actives 0.49% (n = 310,000);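 active means initial fluorescence not abnormally high and integrated response B-score, plate-corrected, over 3 SD above library mean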
# Target sequence (Q9GZV3 whole entry, looked up): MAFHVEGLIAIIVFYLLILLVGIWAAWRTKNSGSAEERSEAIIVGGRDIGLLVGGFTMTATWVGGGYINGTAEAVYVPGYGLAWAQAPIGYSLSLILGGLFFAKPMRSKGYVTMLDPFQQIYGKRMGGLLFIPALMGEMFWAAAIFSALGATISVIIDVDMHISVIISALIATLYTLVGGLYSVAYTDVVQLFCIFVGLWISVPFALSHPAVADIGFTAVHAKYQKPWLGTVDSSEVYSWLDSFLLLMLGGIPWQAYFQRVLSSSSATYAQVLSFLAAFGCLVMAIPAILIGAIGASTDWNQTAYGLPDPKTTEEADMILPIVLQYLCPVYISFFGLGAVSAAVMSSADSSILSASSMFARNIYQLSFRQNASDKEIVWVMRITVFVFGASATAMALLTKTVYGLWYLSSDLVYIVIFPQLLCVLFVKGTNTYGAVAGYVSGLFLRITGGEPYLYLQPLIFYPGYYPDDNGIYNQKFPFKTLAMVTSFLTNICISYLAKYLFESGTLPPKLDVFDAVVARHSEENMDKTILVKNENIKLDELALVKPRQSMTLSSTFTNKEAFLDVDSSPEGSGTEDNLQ
# OX1R antag-1: OX1R (HCRTR1) antagonists, primary screen, fluorescence, CHO/OX1R cells, Fluo-8 calcium, orexin A; actives 0.43% (n = 330,000); Fluo-8 calcium fluorescence; Orexin/Hypocretin receptor type 1 (Homo sapiens), O43613; inhibition, % at 5 µM; AID 434989, 2010;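 active means inhibition above its plate's threshold, mean inhibition of all tested compounds on the plate plus 3 SD, cut at about 37% in these data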;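 further: 0% = orexin A challenge wells and 100% = SB-334867-A antagonist wells; not every result past the cut was called active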
# Target sequence (O43613 whole entry, looked up): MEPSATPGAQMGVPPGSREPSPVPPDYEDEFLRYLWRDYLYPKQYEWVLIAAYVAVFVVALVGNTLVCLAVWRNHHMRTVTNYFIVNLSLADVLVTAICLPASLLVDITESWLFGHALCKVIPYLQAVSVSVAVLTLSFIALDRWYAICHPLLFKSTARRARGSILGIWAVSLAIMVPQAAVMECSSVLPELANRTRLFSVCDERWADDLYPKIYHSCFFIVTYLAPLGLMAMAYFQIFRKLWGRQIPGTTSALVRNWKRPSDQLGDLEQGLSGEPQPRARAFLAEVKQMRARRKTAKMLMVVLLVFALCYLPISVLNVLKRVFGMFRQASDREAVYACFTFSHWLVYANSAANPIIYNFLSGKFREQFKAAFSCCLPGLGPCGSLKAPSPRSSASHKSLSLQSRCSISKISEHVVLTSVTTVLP
# OX1R antag-2: antagonists of human orexin 1 receptor (OX1R); OX1R-expressing cells, FRET antagonist read-out; inhibition, % at 6.6 µM; actives 1.8% (n = 330,000); AID 485270, 2010; in the data active means inhibition mostly above about 38%, no sharp cut-off; inactive means mostly below about 40%;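 further: 0% = agonist challenge alone and 100% = reference antagonist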
# Active calls of the source: *; i = inactive; / = not tested or not shown.
molecule,CHT allo act,OX1R antag-1,OX1R antag-2
O=C1c2ccccc2C(=O)N1CCCc1c[nH]c2ccccc12,i,-20,23
OC(CNCc1ccccc1)Cn1ccc2ccccc21 (centres undefined),i,-32,3
CCN(CC(=O)Nc1ccccc1C(F)(F)F)C(=O)c1cc(-c2ccccc2)nn1-c1ccccc1,i,-25,12
O=[N+]([O-])c1cc(S(=O)(=O)N2CCOCC2)ccc1NS(=O)(=O)c1ccccc1,/,3,15
CC1(C)CC2(CCO1)CNC(=O)O2 (centres undefined),i,-9,6
CC1(c2nnc(-c3ccc(F)cc3)o2)CC(c2cccnc2)=NO1 (centres undefined),i,-1,10
CCSc1nnc(NC(=O)c2cnccn2)s1,i,4,8
COCc1nnc(NC(=O)c2ccc(S(=O)(=O)N(C)Cc3ccccc3)cc2)o1,i,-2,-6
O=C(CCCCn1c(=O)[nH]c2ccsc2c1=O)NCCc1ccccc1,i,-11,6
O=C(NNC(=S)Nc1ccccc1Cl)c1ccccc1,i,6,1
O=C(CCS(=O)(=O)c1ccccc1)N1CCN(c2cccc(C(F)(F)F)c2)CC1,i,-21,20
C=CCC[C@H](Cc1ccc(F)cc1)C(=O)OC[C@@H](NC(=O)[C@@H](CC=C)CC(=O)N(CCO)Cc1ccccc1)C(C)(C)C,/,2,9
CCOc1ccc(C(=O)NC2CCN(C(=O)Nc3ccc(F)cc3)CC2)cc1,i,-3,12
Cc1occc1C(=O)NNS(=O)(=O)c1ccc([N+](=O)[O-])cc1,i,-19,30
COC(=O)CNC(=O)CSc1nnc(C)c(=O)[nH]1,i,2,10
Cc1cccc(Nc2nc(C)nc3c2oc2ccccc23)c1,i,-45,3
O=C(NCc1ccc2c(c1)OCO2)C1CCCN1S(=O)(=O)c1ccc(F)cc1 (centres undefined),i,-20,20
CCNC(=O)N1CCC(n2nccc2NC(=O)CCCc2ccccc2)CC1,i,-14,23
CN1CCN(S(=O)(=O)c2ccc(NC(=O)COc3ccccc3)cc2)CC1,i,-8,9
NS(=O)(=O)c1ccc(NC(=S)NC(=O)c2ccc3c(c2)OCO3)cc1,i,-10,15
Cc1cc(Nc2ccc(C)c(C)c2)c2ccccc2n1,i,-22,10
COC(=O)C1CCN(C(c2ccc(OC)c(OC)c2)c2sc3nc(C)nn3c2O)CC1 (centres undefined),i,-25,0
O=C(/C=N/O)Nc1ccccc1,i,-6,8
Cc1ccc(N2C(=O)NC(NS(=O)(=O)c3ccc(C)cc3)(C(F)(F)F)C2=O)cc1 (centres undefined),i,5,16
CCCC(=O)NC(c1ccccc1)c1ccc2cccnc2c1O (centres undefined),i,-22,14
Cc1ccc(C)c(NC(=O)CCc2ccc(S(=O)(=O)NC3CCCCC3)cc2)c1,i,-16,23
CCC1CCCCN1S(=O)(=O)c1ccc(NC(=O)c2cccnc2)cc1 (centres undefined),i,-16,16
Cc1ccc(C(=O)N/C(=C\c2ccccc2)C(=O)NCc2cccnc2)cc1,i,-9,12
CCOC(=O)Cc1csc(NC(=O)c2ccc3ncsc3c2)n1,i,-17,8
COc1cccc(CNCCO)c1OCc1ccccc1,i,-19,21
CCCCc1cc(=O)oc2c(CN3CCN(C)CC3)c(O)ccc12,i,-10,5
CN(CCCN1CCCCC1)C(=O)c1cc(COc2ccc(F)cc2F)on1,i,-9,24
O=C(Oc1cccc(NC(=O)c2ccco2)c1)c1cccc(S(=O)(=O)N2CCCCC2)c1,i,-16,20
CC(C)OC(=O)c1cc2c(ccn2C)n1CC(=O)N(Cc1ccccc1)c1ccc(F)cc1,i,-30,10
O=[N+]([O-])c1ccc(/C=N/Nc2ncccc2[N+](=O)[O-])s1,i,-4,44
CCOC(=O)C1=NNC2(c3ccc(C)cc3)C(=O)N(c3ccc(Cl)cc3)C(=O)C12 (centres undefined),i,-30,4
O=C(Cc1c(F)cccc1Cl)Nc1ccccc1C(=O)N1CCCCC1,i,-29,10
C=CCn1c(COc2ccccc2F)nnc1SCC(=O)N1CC(=O)Nc2ccccc21,i,-28,12
COc1cc(/C=N/NC(=O)c2ccncc2)ccc1OC(=O)c1cc(OC)c(OC)c(OC)c1,i,-29,11
Cc1ccc(S(=O)(=O)C(C#N)c2nc3ccccc3nc2N2CCCC2)cc1 (centres undefined),i,-14,40
O=C(Nc1ccnn1C1CCN(C/C=C/c2ccc(F)cc2)CC1)C1CCCC1,i,-23,9
O=C(NCc1ccccn1)C(=O)NCC1OCCN1S(=O)(=O)c1ccc(Cl)cc1 (centres undefined),i,-6,7
COc1ccc(C(C)=O)cc1CSc1nc(C)cc(C)n1,i,-29,25
COc1ccc(-c2nn(-c3ccccc3)cc2C(=O)N2CCOCC2)cc1,i,-16,8
O=C(COC(=O)Cc1cn2ccsc2n1)Nc1nc2ccccc2s1,i,-18,22
C[C@H]1CN=C(N(C)C)N1CCc1ccccc1,i,-11,11
COc1ccc(NC(=O)[C@@H]2CCCN2S(=O)(=O)c2cccc3cccnc23)cc1,i,-29,5
CN(C)C(CNC(=O)CSc1nnc(-c2ccco2)o1)c1ccccc1 (centres undefined),i,-13,11
CCOc1ccc(C(=O)C(C)OC(=O)c2cnc(C)cn2)cc1 (centres undefined),i,-26,10
O=C(c1cc2nc(-c3ccco3)cc(C(F)(F)F)n2n1)N1CCCc2ccccc21,i,-14,4
CC1CN(CC(=O)NCc2ccccc2)CC(C)O1 (centres undefined),i,-8,3
CC(=O)N(C)c1ccc(N=Nc2c(C)[nH]n(C(N)=S)c2=O)cc1,i,-1,56*
COc1ccc(-n2c(=S)[nH]c3cc(C(=O)O)ccc3c2=O)cc1,i,-9,11
CC(C)=C[C@H]1C[C@H](C)[C@H]2CC[C@H](C)c3c(O[C@@H]4OC[C@@H](O)[C@H](O)C4O)c(O)c(C)c1c32 (some centres undefined),/,-18,4
O=S(=O)(Nc1ccccc1Cl)c1ccc(F)cc1,i,-6,5
O=C(c1cccc([N+](=O)[O-])c1)c1ccc2c(c1)OCCOCCOCCOCCO2,i,-22,19
CCn1c(CCn2c3ccccc3c3ccccc32)n[nH]c1=S,i,-28,28
Cc1cc(C)cc(NC(=O)C/C(N)=N/O)c1,i,-19,6
CCOC(=O)c1c(C)n(C)c2ccc(OC)c(NC(=O)CN3CCC(C(=O)OCC)CC3)c12,i,-19,6
C=C1C(=O)O[C@@]23[C@H]1CC[C@@H](C)[C@@H]2CC[C@@]1(C)O[C@@H]31,/,-13,4

# Remaining list, next part:
molecule,CHT allo act,OX1R antag-1,OX1R antag-2
O=C(Nc1ccc2nc(-c3ccccn3)c(-c3ccccn3)nc2c1)N1CCOCC1,i,-14,24
Cc1cccc(C2N(c3nccs3)C(=O)C3CCCN32)c1 (centres undefined),i,-12,16
Cc1cccc(/C=N/c2sc3c(c2C#N)CCN(Cc2ccccc2)C3)c1O,i,-5,10
O=C(OCc1nnc(-c2ccccc2)o1)c1cn(-c2ccccc2)nc1-c1ccccc1,i,-36,12
CS/C(=N\NC(N)=O)c1ccccc1,i,-10,4
CN1C(=O)C(C)(C)c2cc(S(=O)(=O)N3CCC(C(=O)NCc4ccc(Cl)cc4)CC3)ccc21,i,-22,16
O=C(c1cc(-c2ccccc2O)on1)N1CCCCCC1,i,-3,20
Cc1ccc(C(C(=O)NCC2CCCO2)N(C(=O)c2snc(C(N)=O)c2N)c2ccc(C)c(C)c2)o1 (centres undefined),i,-30,32
Cc1cc(C)n(CC(=O)Nc2ccc3c(c2)OCO3)c(=O)c1C#N,i,4,24
COc1ccc(C(=O)/C(C#N)=N/Nc2ccc([N+](=O)[O-])cc2)cc1,i,31,56
O=C(N/C(=C/c1cn(-c2ccccc2)nc1-c1ccccc1)C(=O)N1CCOCC1)c1ccc(Cl)cc1Cl,i,-6,6
CN(C)C(=O)c1ccc(NC(=O)c2ccccc2SCC(=O)N2CCCC2)cc1,/,-5,14
C=C[C@@H]1c2cc(C)ccc2N(S(=O)(=O)c2ccc(C)cc2)[C@H](c2ccccc2)C1(C#N)S(=O)(=O)c1ccccc1 (some centres undefined),/,-2,1
CCOc1ccccc1C(=O)Nc1nnc(C(C)C)s1,i,-36,20
O=S(=O)(/N=C(/Nc1cc(N2CCOCC2)ncn1)c1ccccc1)c1ccccc1,i,-15,-8
O=C(O)c1c[nH]c2cc(C(F)(F)F)ccc2c1=O,i,-12,14
COc1ccc(C(=O)NC2CCN(CC(=O)Nc3c(C)cccc3C)CC2)cc1OC,i,-5,10
CC(=O)c1cccc(N2C(=NC(=O)C3CC3)SC3CS(=O)(=O)CC32)c1 (centres undefined),i,-5,4
O=c1c2ccccc2nc(SCc2cccc(F)c2)n1Cc1ccco1,i,-24,13
COc1ccc2cc(CCNC(=O)c3ccco3)c(=O)[nH]c2c1,i,-8,13

# Two of the compounds above, with values under each structure.
# Fields: CHT allo act	OX1R antag-1	OX1R antag-2
COCc1nnc(NC(=O)c2ccc(S(=O)(=O)N(C)Cc3ccccc3)cc2)o1
    i	-2	-6
O=C(CCCCn1c(=O)[nH]c2ccsc2c1=O)NCCc1ccccc1
    i	-11	6

# Looked up above:
# For OX1R antag-2, COC(=O)C1CCN(C(c2ccc(OC)c(OC)c2)c2sc3nc(C)nn3c2O)CC1 (centres undefined) has the entry 0
# For OX1R antag-1, O=C(CCS(=O)(=O)c1ccccc1)N1CCN(c2cccc(C(F)(F)F)c2)CC1 has the entry -21
# For OX1R antag-1, OC(CNCc1ccccc1)Cn1ccc2ccccc21 (centres undefined) has the entry -32

# (next part)
molecule,CHT allo act,OX1R antag-1,OX1R antag-2
COc1ccccc1N1CCN(C(=O)CCC(=O)Nc2nnc(CC(C)C)s2)CC1,i,-24,21
CCOC(=O)C1=C(C)Nc2ccccc2N=C1NC(=O)/C=C/c1ccc(OC)cc1OC,i,-25,53
CC(=O)N1CCC(=NNC(=O)CSc2cc(C)c(Br)cc2C)CC1,i,-17,9
Cc1nn(-c2ccc(Cl)cc2)c(N)c1C(O)(CSc1nccn1C)C(F)(F)F (centres undefined),i,-16,25
CC(C)Sc1nc2ccccc2n1CC(=O)NCc1ccc2c(c1)OCO2,i,-22,31
O=C(N/N=C/c1ccccc1C(=O)O)c1ccc(COc2cccc3cccnc23)cc1,i,-15,11
CCOC(=O)Cn1nc(C)n(-c2ccc(C)cc2)c1=O,i,-17,0
CCCCn1c(N)c(N(CC)C(=O)Cc2ccc(S(=O)(=O)N3CCOCC3)s2)c(=O)[nH]c1=O,i,6,7
Cc1cc(F)ccc1S(=O)(=O)N1CCCOC1CNC(=O)C(=O)NC1CC1 (centres undefined),i,-9,21
C(=N\Nc1cc(N2CCCCC2)ncn1)/c1ccco1,i,-15,0
COc1cccc(-c2ncc3ccccc3c2CO)c1,/,-16,5
Cc1ccc(S(=O)(=O)N2CCC(=O)CC2)cc1,i,0,16
CC(NC(=O)Nc1ccc2c(c1)OCO2)C1CCCO1 (centres undefined),i,1,11
CS(=O)(=O)Nc1ccc(C2=NN(C(=O)c3cccc(F)c3)C(c3cccs3)C2)cc1 (centres undefined),i,-14,10
CCCn1nc(NC(=O)c2cccs2)c2cc3cc(C)ccc3nc21,i,-25,2
CCCCNC(=O)C1CCC(CNS(=O)(=O)c2c(C)cc(C)cc2C)CC1 (centres undefined),i,-15,-2
CN(CC(=O)N1CCN(c2ccccc2)CC1)S(=O)(=O)c1cccs1,i,-11,19
Cc1noc(NS(=O)(=O)c2ccc(NC(=O)C(C)C)cc2)c1C,i,-11,15
CCOC(=O)c1ccc(NC(=S)Nc2ccc(C)cc2)cc1,i,-27,17
CCOC(=O)C1=C(CC)Nc2ccccc2N=C1NC(=O)c1cc(C)on1,/,-12,4
CC(=O)N1NC(=Nc2ccccc2)SC1(C)C,i,17,16
COc1ccc(C(=O)Nc2cccc(S(=O)(=O)NC3=NCCCCC3)c2)cc1,/,-5,5
COc1ccc(S(=O)(=O)N(C)CC(=O)NCCN2CCOCC2)cc1Cl,i,-17,12
CN(C)c1ccc(NC(=O)c2sc(SCC(=O)Nc3nccs3)nc2N)cc1,i,22,15
C=CCN1C(=O)/C(=C\c2cccc(OC(=O)c3ccco3)c2)SC1=S,i,-11,17
CC(C)c1ccc(NC(=O)CSc2nc(=O)n(CCN3CCOCC3)c3c2CCC3)cc1,i,-20,16
COc1ccccc1C(=O)NC(=O)CSc1nnnn1C,/,6,0
O=C(O)CCCCCN=Cc1c(O)c2ccccc2oc1=O,i,-10,22
COc1ccc(C(=O)OCC(=O)N2CCOCC2)cc1S(=O)(=O)N1CCOCC1,/,-18,1
COc1ccc(-c2cc(C#N)nc(N3CCNCC3)n2)cc1,i,-6,7
CCOc1ccc(NC(=O)COC(=O)CSCC(=O)Nc2ccc(C)cc2C)cc1,/,-21,-2
C=CC(COCc1ccccc1)N(Cc1ccccc1)S(=O)(=O)c1ccccc1Br (centres undefined),i,-8,33
O=C(CCCCCNc1nc(=S)[nH]c2ccccc12)NCCc1ccc(Cl)cc1,i,-26,14

# 3 compounds out of the list, sorted by count of non-hydrogen atoms, high to low:
molecule,CHT allo act,OX1R antag-1,OX1R antag-2
CCOC(=O)C1=C(C)Nc2ccccc2N=C1NC(=O)/C=C/c1ccc(OC)cc1OC,i,-25,53
CCOc1ccc(NC(=O)COC(=O)CSCC(=O)Nc2ccc(C)cc2C)cc1,/,-21,-2
Cc1cc(F)ccc1S(=O)(=O)N1CCCOC1CNC(=O)C(=O)NC1CC1 (centres undefined),i,-9,21

# Screening results from PubChem.
